Screening results (PubChem)
S1P4 agonist: agonists of human S1P4 receptor. S1P4-expressing cell line, agonist reporter assay. activation, % at 4.98 µM. actives 0.35% (n = 220,000); in the data active = activation above about 11%;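 also: 0% = DMSO vehicle and 100% = reference agonist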
Target sequence (O95977 whole entry, looked up): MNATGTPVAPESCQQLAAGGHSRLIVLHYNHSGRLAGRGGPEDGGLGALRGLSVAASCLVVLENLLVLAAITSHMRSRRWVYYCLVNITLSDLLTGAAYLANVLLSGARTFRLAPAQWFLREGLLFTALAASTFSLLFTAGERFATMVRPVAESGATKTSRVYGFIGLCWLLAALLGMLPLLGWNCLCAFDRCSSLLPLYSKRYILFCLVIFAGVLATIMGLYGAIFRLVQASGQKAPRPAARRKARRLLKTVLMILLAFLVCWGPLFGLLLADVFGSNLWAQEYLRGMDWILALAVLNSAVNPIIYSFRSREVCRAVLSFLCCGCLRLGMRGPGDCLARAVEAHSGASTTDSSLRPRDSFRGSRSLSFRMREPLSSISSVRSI
S1P4 antagonist: blocks the human S1P4 receptor | O95977 | S1P4-expressing cells, antagonist mode, reporter read-out | inhibition, % at 4.98 µM | actives 0.26% (n = 220,000); in the data active = inhibition above about 29%;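 also: 0% = wells stimulated with agonist and 100% = vehicle wells without agonist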
RBBP9 inh: inhibitors of human serine hydrolase RBBP9 | inhibition, % at 7.94 µM | actives 0.2% (n = 220,000) | O75884 | recombinant RBBP9, FP-Rh probe fluorescence polarization;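 active = inhibition above the campaign mean of all tested compounds plus 3 SD, cut at about 14% in these data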;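 also: plate controls were DMSO wells with RBBP9 for no effect and wells lacking RBBP9 protein for full effect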
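Material: RBBP9 protein. Amount: RBBP9 at 2.5 µM in dispensed solution, before mixing. Schedule: 30 min then 45 min, 25 °C. Medium: Tris buffer pH 8.0, NaCl, Pluronic. Measured by: fluorescence polarization. Measure: percent inhibition from mP, scaled between DMSO and no-protein wells. Replication: one well per compound.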
BaF3 tox: parental Ba/F3 viability inhibition as JAK2V617F counter-screen. CellTiter-Glo ATP luminescence. inhibition, % at 5.6 µM. actives 1.1% (n = 220,000). AID 1486;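 active = inhibition above a per-campaign cutoff, the mean inhibition of all tested compounds plus 3 SD, cut at about 27% in these data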;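 also: 0% = DMSO wells and 100% = JAK Inhibitor I control wells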
NPY-Y1 PAM-ag: potentiators or agonists of human neuropeptide Y receptor Y1; P25929; NPY-Y1 expressing cells, potentiator/agonist activation; activation, % at 3.6 µM; actives 0.37% (n = 220,000); in the data active = activation above about 33%, passing the limit was not always enough;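 also: cells stimulated with NPY at EC10 then isoproterenol at EC100; 0% = low agonist plus stimulus and 100% = saturating agonist plus stimulus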
NPY Y1 blocker: blocks the human neuropeptide Y Y1 receptor | actives 1% (n = 200,000) | inhibition, % at 3.6 µM | P25929 | HEK293-CNG Y1 cells, membrane potential fluorescence; NPY at EC95, then isoproterenol;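 active = inhibition above the campaign mean inhibition of all tested compounds plus 3 SD, cut at about 20% in these data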;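 also: 0% = DMSO wells given NPY plus isoproterenol and 100% = isoproterenol alone without NPY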
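Material: HEK293 Y1/CNG channel cell line; also added: NPY (25 nM), isoproterenol (1 µM), Ro 20-1724 (25 µM); doses: one concentration, 3.6 µM, in 0.4% DMSO; schedule: compound incubation 1 h at room temperature, readout 45 min post-stimulation; technique: membrane potential fluorescence; measure: fluorescence ratio normalized to % inhibition between controls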
Ba/F3 V617F tox: loss of viability in JAK2V617F-driven Ba/F3 cells. AID 1446. Ba/F3 EpoR-JAK2V617F viability, ATP luminescence. inhibition, % at 5.6 µM. actives 1.1% (n = 220,000);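 active = inhibition above the campaign mean plus 3 SD over all tested compounds, cut at about 24% in these data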;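 also: cytokine-independent growth of Ba/F3 cells driven by EpoR plus mutant JAK2; 0% = DMSO-treated cells and 100% = JAK inhibitor I control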
Runt-CBFb FRET: inhibitors of human RUNX1 Runt domain binding to CBFb; Cerulean-Runt/Venus-CBFb FRET ratio 530/480, 1 h; inhibition, % at 20 µM; actives 0.46% (n = 220,000);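 active = inhibition over about 50% at 20 µM in the single-dose screen, limit read from the data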;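 also: 0% = DMSO wells and 100% = excess unlabeled CBFb competitor control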
Target sequence (Q01196 whole entry, looked up, the tested form may be a part): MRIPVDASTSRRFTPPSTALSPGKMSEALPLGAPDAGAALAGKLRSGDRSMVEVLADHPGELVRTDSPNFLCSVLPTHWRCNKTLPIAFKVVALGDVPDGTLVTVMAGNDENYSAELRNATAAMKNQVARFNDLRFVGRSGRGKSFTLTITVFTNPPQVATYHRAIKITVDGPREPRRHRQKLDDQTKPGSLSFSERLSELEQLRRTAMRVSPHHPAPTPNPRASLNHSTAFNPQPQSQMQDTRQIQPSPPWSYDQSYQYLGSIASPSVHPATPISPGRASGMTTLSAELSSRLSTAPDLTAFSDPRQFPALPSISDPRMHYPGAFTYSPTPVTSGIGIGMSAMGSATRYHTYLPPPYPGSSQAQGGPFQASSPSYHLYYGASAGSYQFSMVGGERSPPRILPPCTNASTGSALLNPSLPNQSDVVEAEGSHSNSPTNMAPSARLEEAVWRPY
Target sequence (Q13951 whole entry, looked up, the tested form may be a part): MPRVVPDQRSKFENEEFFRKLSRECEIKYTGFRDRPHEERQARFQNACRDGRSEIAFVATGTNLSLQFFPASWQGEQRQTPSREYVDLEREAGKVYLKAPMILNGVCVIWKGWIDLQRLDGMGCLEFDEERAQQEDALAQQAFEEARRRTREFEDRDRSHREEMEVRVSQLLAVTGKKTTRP
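Assay system: Cerulean-Runt domain fusion protein, energy donor; Signal: fluorescence energy transfer, 422 nm excitation, 530/480 nm emission; Timing: 1 h compound exposure, room temperature; Control set: unlabeled CBFb; Medium: Tris buffer pH 7.5 with salts and BSA; Compound: single test concentration of 20 µM, 1% DMSO final; Probe or stimulus: Venus-CBFb 100 nM.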
NPY2 pot ag: potentiators or agonists of human neuropeptide Y receptor Y2. activation, % at 3.6 µM. P49146. cells expressing NPY-Y2, potentiator/agonist read-out. actives 0.45% (n = 220,000); in the data active = activation above about 27%;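 also: cells stimulated with NPY near EC25 plus isoproterenol at EC100; 0% = vehicle plus submaximal agonist and 100% = vehicle plus saturating agonist; some results beyond the cut were filed as inactive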
* hit, by the source's call; . = no result given.

molecule	S1P4 agonist	S1P4 antagonist	RBBP9 inh	BaF3 tox	NPY-Y1 PAM-ag	NPY Y1 blocker	Ba/F3 V617F tox	Runt-CBFb FRET	NPY2 pot ag
CCN1CCc2nc(NC(=O)c3cc(F)c(F)cc3Cl)sc2C1	1.6	-11	0	1	8	-2	-4	28	15
Nc1ccc(C(=O)OCC(=O)NC2CC2)cc1[N+](=O)[O-]	1.1	-28	-5	6	10	5	1	0	2
COc1ccccc1NC(=O)C1C2C=CC(O2)C1C(=O)O (configuration not stated)	1.0	-12	-9	5	-1	-7	-3	2	5
OC1CSc2nc3ccccc3n2C1 (configuration not stated)	-0.1	-9	0	4	-1	1	0	1	-5
CC(=O)Nc1ccc2c(c1)n(C)c(=O)n2C	1.7	-7	-13	4	-28	-6	1	0	-9
COc1ccc(-c2nc3oc4cc(OC)ccc4c(=O)c3c(=O)n2Cc2ccco2)cc1	6.5	12	-15	2	-1	0	3	34	-1
c1ccc(N2CCN(c3nc4cc5c(cc4s3)OCO5)CC2)cc1	-0.7	-22	4	3	-16	2	4	6	-11
COc1ccc(CN2CCC(C(=O)N3CCN(c4ccccc4F)CC3)CC2)cc1OC	-0.5	-26	-4	7	-10	3	2	0	8
O=C1N/C(=C/c2ccc(Br)s2)C(=O)N1c1ccccc1	2.9	-5	-6	2	11	-1	-3	1	1
Cc1ccccc1-n1c(SC2CCOC2=O)nnc1-c1ccncc1 (configuration not stated)	-0.8	-19	-7	6	3	4	3	0	10
Cc1ccc(Oc2ccccc2/C=C/C(=O)O)cc1	4.2	-17	-4	3	-27	3	-4	-2	-15
CC(C)c1ccc(C(=O)NC2=NCCS2)cc1	1.9	-12	-11	9	13	-3	1	1	-4
O=C(c1cccc2c1-c1ccccc1/C2=N/O)N1CCCCC1	1.4	-18	13	0	-1	4	-4	0	-12
COc1ccc(CN2C(=O)CCC2(C)C(=O)NC2CCCC2)c(OC)c1 (configuration not stated)	0.2	2	-6	5	-4	0	-3	2	9
Cc1cc(C)n(/N=C/c2cccs2)c(=O)c1C#N	1.4	-12	-4	2	19	-1	3	4	12
O=C(CCC(=O)N(CC(=O)NC1CCCCC1)c1ccc2c(c1)OCCO2)Nc1ccccn1	1.4	-14	-1	4	9	-2	-3	.	-12
Cc1cc([N+](=O)[O-])nn1CCCC(=O)N1CCN(c2ccc(F)cc2)CC1	0.5	-9	-1	4	8	6	0	0	2
Cc1cc(C)n(C(=O)Cc2cn3ccsc3n2)n1	-0.8	-11	-6	1	2	-2	-2	2	4
COc1ccc(Nc2nc3nonc3nc2N2CCCCC2)cc1	1.9	-23	-10	-2	5	.	-2	1	-3
CCOC(=O)C1=C(C)Nc2ncnn2C1c1cccnc1 (configuration not stated)	-1.0	0	-7	7	11	-5	4	1	-12
c1ccc(COc2cccc(CNCc3cccs3)c2)cc1	0.7	-4	-2	6	5	11	-3	3	-18
CC1(C)COCN1C(=O)c1ccc(Cl)c(Cl)c1	-0.2	-4	-2	3	1	13	1	0	-1
CC(C)OCCCNC(=O)CNC(=O)c1ccc(Cl)c(Cl)c1	-1.3	14	-9	3	-23	3	3	-1	-15
CCCOC(=O)Nc1sc2c(c1C(N)=O)CCCC2	2.4	8	-14	2	3	8	-1	2	-11
COc1ccc(CCNC(=O)Cn2cccc2C(=O)c2ccccc2)cc1OC	2.1	-6	1	8	-13	4	2	1	19
CC(C(=O)Nc1ccccc1-c1ccccc1)N(C)Cc1nc2ccccc2c(=O)[nH]1 (configuration not stated)	0.1	-2	-6	0	-12	-4	-3	-1	10
Cc1ccccc1N1C(N)=NC(N)=NC1(C)C	-0.2	-12	3	57*	10	-3	56*	1	-5
CCN1CCc2c(OCC(=O)N3CCCc4ccccc43)cccc2C1=O	0.4	-18	-2	0	5	-2	-2	-1	-1
CC(=O)Nc1cccc(N(C)C)c1	-0.2	-2	-7	5	9	-1	-4	2	9
CCOC(=O)C1=C(O)/C(=C/c2ccc(OCC(=O)O)c(OCC)c2)SC1=Nc1ccccc1	0.8	-13	-5	6	-7	-2	-1	-39	-16
CC(=O)NS(=O)(=O)c1cccnc1Nc1ccc(Cl)c(Cl)c1	-2.1	-8	-16	4	-6	8	-2	2	-23
CCOC(=O)Cc1csc(NC(=O)c2sc3nc4ccc(CC)cc4cc3c2N)n1	1.1	-2	-8	2	15	3	-2	0	1
CNC(=O)c1nn(-c2ccccc2)ccc1=O	0.5	-7	14	5	-19	0	-4	-1	-18
CC(=O)Nc1c(C)nn(C(C)=O)c1C	-1.1	1	-3	2	-16	3	-2	0	-4
CCc1cc(=O)oc2cc(C)cc(O)c12	-1.0	-2	-5	10	-21	2	-1	6	-8
CC(=O)c1c(C)[nH]c(C(=O)OCC(=O)Nc2cc(Cl)ccc2[N+](=O)[O-])c1C	1.8	-22	-5	4	-1	-3	-3	1	2
Cc1ccccc1COc1ccc(/C=C(\C#N)C(N)=O)cc1	-0.6	-1	-1	2	11	1	-6	-2	15
CCOc1nc(SCCOc2ccccc2)nc(N(C)C)n1	-0.7	-15	-8	1	-20	0	-3	-2	-8
Cc1c(Cl)c([N+](=O)[O-])nn1CC(=O)N1CCCc2ccccc21	1.4	-8	-10	0	-7	0	0	0	-1
O=C(NCC1CCCO1)C1CC1(c1ccccc1)c1ccccc1 (configuration not stated)	1.9	-3	-3	7	3	5	4	1	-2
COc1ccc(NC(=O)CSc2nc3ccccc3c(=O)n2CCCN2CCC(C)CC2)c(OC)c1	-1.4	11	0	3	-15	3	-1	0	-14
CCCN(CCC)c1nc2ccccc2n2c(C)nnc12	1.6	-11	-9	3	-11	8	1	-1	-9
O=C(Nc1cccc(Cl)c1)N1CCCC1	-0.4	3	2	2	-8	-1	-6	1	9
O=c1oc2ccccc2c(N2CCCC2)c1CN1CCCC1	0.2	-23	-4	0	-28	7	2	-2	-8
COc1ccc(C(F)(F)F)cc1N/C=C/c1nnnn1-c1ccc2ccccc2c1	1.9	-13	-6	4	-30	.	0	1	7
COc1ccccc1N(CC(O)Cn1c2ccccc2c2ccccc21)S(=O)(=O)c1ccccc1 (configuration not stated)	1.0	-2	-17	12	-3	14	1	0	1
CC(C)(C)c1ccc(OCC(O)CNC(=O)c2ccccc2C(=O)O)cc1 (configuration not stated)	-3.4	-22	-7	4	-54	16	3	.	-11
CCCCCCOc1ccc(N2C(=O)CC(N3CCN(CCN=CC4C(=O)CC(C)(C)CC4=O)CC3)C2=O)cc1 (configuration not stated)	0.5	7	-6	8	-20	0	3	-3	6
Cc1cc(Oc2ccccc2)nc(N)n1	1.1	-23	-5	0	-7	1	-5	-3	0
O=C(O)C1C(C(=O)Nc2ccc(Cl)cc2)C2C=CC1C21CC1 (configuration not stated)	-1.0	-16	3	6	13	-5	-2	1	2
CCOC(=O)c1[nH]c(C)c(C(=O)OC)c1C	1.8	-1	-8	-1	2	.	-2	1	5
COc1ccc2c(C)nc(Nc3nc(C)cc(=O)[nH]3)nc2c1	0.6	-22	-10	3	-12	4	4	.	0
COCCCn1c(SCc2nnc(-c3ccccc3)o2)nc2sc3c(c2c1=O)CCC3	-0.7	6	-5	9	-9	2	4	.	2
COCCOC(=O)C1=C(C)NC(=O)NC1c1ccc(-c2ccc(F)cc2)o1 (configuration not stated)	-2.8	-2	-8	3	2	-2	3	3	-5
CCC(CC)C1C(C#N)=C(N)SC(N)=C1C#N	3.2	23	12	3	-32	7	0	4	6
C/C(=N\Nc1nc(N2CCCCCC2)nc(N2CCCCCC2)n1)c1ccccc1	0.4	0	-12	8	1	3	-3	-1	-1
COc1cccc(NC(=O)N2CCC(C(=O)Nc3ccc(C)cc3C)CC2)c1	-0.3	-8	-6	7	7	1	3	-2	-1
CSc1nnc(-c2ccco2)c(-c2ccco2)n1	-0.4	-18	2	1	-16	0	-2	3	-9
CC1=C(C#N)S(=O)(=O)C(C#N)C(c2ccccc2)C1 (configuration not stated)	2.5	17	-10	1	2	.	-4	11	4
Cc1c(CCC(=O)O)c(=O)oc2cc3occ(-c4ccccc4)c3cc12	-0.1	-18	8	4	-4	.	3	-3	0

Following part.
molecule	S1P4 agonist	S1P4 antagonist	RBBP9 inh	BaF3 tox	NPY-Y1 PAM-ag	NPY Y1 blocker	Ba/F3 V617F tox	Runt-CBFb FRET	NPY2 pot ag
CCn1c(=O)c(C(=O)NNS(=O)(=O)c2ccc(C)cc2)c(O)c2ccccc21	-1.4	-6	-5	3	4	5	0	-3	-3
CCCNC(=S)N1CCN(c2nc(C)nc3sc4c(c23)CCCC4)CC1	0.9	-12	-6	4	-19	6	4	-3	-16
Cc1ccc(S(=O)(=O)N2CCOCC2)cc1C(=O)OCC(=O)N1c2ccccc2NC(=O)C1(C)C	-0.5	5	-9	1	-23	2	2	0	-4
Cc1cccc(/C(N)=N/OC(=O)CCc2ccccc2)c1	-2.5	-35	-1	1	-17	4	-4	-3	-6
Cc1ccc(OCCNc2cc(N3CCN(CCO)CC3)ccc2[N+](=O)[O-])cc1C	0.0	9	0	-3	-18	-4	-3	-5	12
COc1ccc(NC(=O)CCN2CCN(S(=O)(=O)c3ccc(Cl)cc3)CC2)cc1	-1.5	-2	-3	4	1	1	-6	-1	0
Cc1ccc2oc(Nc3nc(C)cc(C)n3)nc2c1	0.2	-1	-6	4	4	2	3	-2	0
CCOc1ccc(N=Cc2c(O)n(-c3cccc(C)n3)c(=O)c3ccccc23)cc1	-1.6	-2	-6	2	22	2	6	-7	-23
COc1ccc(Cc2nc3ccccc3n2CC(=O)N/N=C/c2ccc(C)cc2O)cc1OC	-0.6	-10	-10	3	-7	0	-1	16	0
CC(=O)C1C(=O)c2c(cccc2[N+](=O)[O-])C1=Nc1ccc(S(N)(=O)=O)cc1 (configuration not stated)	0.5	5	-1	7	16	2	0	32	8
CC(C)[C@H](NC(=O)C1CCCC1)c1nc2ccccc2[nH]1	0.9	-3	-4	5	4	-1	-1	-1	1
CC(=O)Nc1cc2c(nc1C)nc(C)n2Cc1ccc(Br)cc1	-1.9	2	-6	1	4	1	3	1	-13
COc1ccc(CSc2nnc(C)n2N)cc1	0.3	-33	2	-1	2	3	-4	-1	11
CCCCNC(=O)C1CCN(C(=O)Nc2ccc(C)cc2)CC1	-1.0	-9	-8	4	-12	8	-1	-1	-3
O=C(CCl)Nc1cc(SCC(O)CO)cc([N+](=O)[O-])c1 (configuration not stated)	0.1	39*	-1	99*	-6	-2	99*	1	0
